PI4K2A block = blocks human PI4K2A kinase activity; Q9BTU6; AID 1346378; purified PI4K2A, ADP-Glo luminescence, 1 h; active compounds read low; activity change, negative = inhibition, % at 76.9 µM; actives 0.13% (n = 420,000); in the data active = activity change below about -50%; inconclusive = mostly about -30% to -49%;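 note: -100% = wells without enzyme as full effect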
Target sequence (Q9BTU6 whole entry, looked up): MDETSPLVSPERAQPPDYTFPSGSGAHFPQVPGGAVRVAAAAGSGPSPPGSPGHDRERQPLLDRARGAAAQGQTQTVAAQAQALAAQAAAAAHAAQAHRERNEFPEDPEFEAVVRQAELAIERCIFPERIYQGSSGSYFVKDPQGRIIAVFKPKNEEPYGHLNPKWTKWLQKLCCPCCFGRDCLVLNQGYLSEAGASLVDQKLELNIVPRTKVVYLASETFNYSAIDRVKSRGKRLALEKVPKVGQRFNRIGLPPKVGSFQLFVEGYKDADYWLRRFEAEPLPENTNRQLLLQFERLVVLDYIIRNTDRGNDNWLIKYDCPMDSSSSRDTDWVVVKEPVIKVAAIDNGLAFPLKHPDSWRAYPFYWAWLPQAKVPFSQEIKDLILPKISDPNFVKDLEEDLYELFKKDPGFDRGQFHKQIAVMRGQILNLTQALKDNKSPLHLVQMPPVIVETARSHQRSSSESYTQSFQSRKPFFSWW
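Compounds are screened against recombinant PI4K2A using PI as substrate and ATP, the latter dispensed at 300 microM. Reactions run one hour at ambient temperature before ADP-Glo detection; full inhibition defined by wells lacking enzyme.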
D2 ag = agonists of human D2 dopamine receptor | HEK293 T-REx D2 cells, calcium flux agonist mode | activation, % at 2 µM | actives 0.53% (n = 340,000) | P14416;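 active = activation over 3 SD above normal in the single-dose calcium agonist read, cut at about 30% in these data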; note: 0% is about no effect
Target sequence (P14416 whole entry, looked up): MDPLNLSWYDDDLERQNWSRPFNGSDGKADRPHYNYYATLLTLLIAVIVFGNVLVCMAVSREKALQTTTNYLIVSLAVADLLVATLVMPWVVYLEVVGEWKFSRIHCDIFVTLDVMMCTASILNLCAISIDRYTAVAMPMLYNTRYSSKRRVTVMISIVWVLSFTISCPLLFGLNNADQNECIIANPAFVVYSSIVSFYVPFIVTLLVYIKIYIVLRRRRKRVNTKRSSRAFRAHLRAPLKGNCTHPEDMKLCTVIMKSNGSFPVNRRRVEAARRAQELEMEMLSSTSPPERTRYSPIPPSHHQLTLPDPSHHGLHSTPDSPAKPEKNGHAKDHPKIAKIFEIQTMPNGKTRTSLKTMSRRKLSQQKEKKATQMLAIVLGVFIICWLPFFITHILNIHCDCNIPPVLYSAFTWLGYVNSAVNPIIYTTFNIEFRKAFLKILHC
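In this primary screen, compounds producing a positive calcium signal within 180 s of addition to tetracycline-induced, force-coupled HEK293 Trex D2 cells are flagged; cells are dye-loaded with a no-wash calcium kit beforehand.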
USP1-UAF1 inh = USP1/UAF1 (human) deubiquitinase inhibition; actives 0.23% (n = 390,000); recombinant USP1/UAF1, Ub-Rhodamine cleavage fluorescence; Potency, µM (titrated, usually from 57.1 µM), for inactives: at the highest dose activity change, negative = inhibition, hits mostly inhibitors; note: potency is the fitted concentration of half-maximal effect; % is set by controls: 0 for no effect and ±100 for the full control effect; nearly all actives have a fitted effect of over 60% in size; inactives centre near -12
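High-throughput fluorogenic screen: 1nM USP1/UAF1 complex, Ub-Rho substrate 150nM final, 50mM HEPES pH 7.8 with 0.5mM EDTA, 0.1 mg/ml BSA, 1mM TCEP and 0.01% Tween-20.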
TRHR agonist = activates the human TRH receptor; TRHR cells, calcium flux fluo-8, FDSS agonist mode; activation, % at 2 µM; actives 0.18% (n = 360,000); in the data active = activation above about 30%; note: 0% is about no effect
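Steps: seed TRHR cells overnight; add fluo-8 no-wash Ca dye, RT 30 min–1.5 h; record 10 s baseline; pin-transfer compounds; monitor fluorescence 1 cycle/s for the agonist window. Calcium increases flag candidate agonists.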
TrxR1 substrate = rat thioredoxin reductase 1 substrate activity; O89049; purified TrxR1 substrate turnover, NADPH consumption readout; Potency, µM (titrated, usually from 114 µM), for inactives: top-dose activity change, negative = substrate turnover; actives 0.01% (n = 390,000); note: potency is the fitted concentration of half-maximal effect; % is set by controls: 0 for no effect and ±100 for the full control effect; nearly all actives have a fitted effect of over 50% in size
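Rat TrxR1, dispensed at 90 nM, was prereduced with 400 uM NADPH (final) for 5 min at ~22 deg C, then incubated with compound 15 min before 400 uM selenite. A first-read NADPH fluorescence drop versus no-compound background flagged substrates.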
TRHR enhancer = allosteric enhancers of human TRH receptor. actives 0.66% (n = 360,000). AID 493056. TRHR cells, fluo-8 calcium fluorescence, EC20 TRH enhancement. P34981. enhancement, % at 2 µM; in the data active = enhancement above about 30%; note: 0% is about no effect
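TRHR-expressing cells loaded with fluo-8 calcium dye were read kinetically (ex 480/em 530) during compound addition, then stimulated with an EC20 of TRH (10 nM final). Enhancement of the Gq-mediated intracellular calcium response was scored.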
D2 antag = D2 dopamine receptor (human) antagonism; P14416; HEK293 TREx D2 cells, calcium flux, dopamine EC80; inhibition, % at 10 µM; actives 2% (n = 340,000); AID 485344; in the data active = inhibition above about 30%; note: 0% is about no effect
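Antagonism is scored as inhibition of an EC80 dopamine-evoked calcium signal in a force-coupled, tetracycline-inducible HEK293 T-REx D2 line, with compound present 180 s before agonist.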
mIDH1 inhibitor = inhibitors of human mutant IDH1 R132H; O75874; IDH1-R132H enzyme, NADPH consumption, diaphorase/resazurin fluorescence; Potency, µM (top dose mostly 76.6 µM), for the others: at the top dose activity change, negative = inhibition, actives largely listed as inhibitors; actives 0.093% (n = 390,000); AID 602179; note: potency is the fitted concentration of half-maximal effect; % is set by controls: 0 for no effect and ±100 for the full control effect; nearly all actives have a fitted effect of over 65% in size
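IDH1-R132H (0.5 ug/mL) preincubated 30 min with compound, then NADPH (0.016 mM) and alpha-KG (2 mM) added; 80 min at RT, pH 7.5. Remaining NADPH coupled via diaphorase/resazurin to fluorescence (540/590 nm); concentration-response curves normalized to no-enzyme control.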
TrxR1 inh = rat TrxR1 inhibition; O89049; Potency, µM (titrated, usually from 114 µM), inactives show at the highest dose activity change, negative = inhibition, actives largely listed as inhibitors; actives 1% (n = 390,000); recombinant rTrxR1, NADPH fluorescence consumption, selenite substrate; note: potency is the fitted concentration of half-maximal effect; % is set by controls: 0 for no effect and ±100 for the full control effect; nearly all actives have a fitted effect of over 65% in size
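Rat TrxR1 (90 nM in the dispensed reagent) was pre-reduced with 400 uM NADPH for 5 min at room temperature, then incubated with compound for 15 min. After 400 uM selenite was added, NADPH fluorescence (Ex 340/Em 450 nm) was followed for 8 min.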
* marks the source's active call; other numbers are inactive results; ? = inconclusive; nt = no result given; [ ] = remark or other dose. Unless noted, calls come from the whole dose curve; as a rule, active = well fitted inhibition curve with a large enough effect; inconclusive = small, poorly fitted or top-dose-only effect; inactive = no such curve, though single readings can be large or run the other way.

Values in the order – PI4K2A block, D2 ag, USP1-UAF1 inh, TRHR agonist, TrxR1 substrate, TRHR enhancer, D2 antag, mIDH1 inhibitor, TrxR1 inh
- Cc1ccc(C2=Nc3ccccc3N=C(c3ccc([N+](=O)[O-])cc3)C2)c(O)c1
  2, -1.7, -19%, 0.1, -2%, 5, -14, 3%, -1%
- CCC1CCCCN1C(=S)NCc1ccccc1 (centres undefined)
  3, 1.1, -5%, 0.6, 14%, 6, -10, 5%, 13%
- COc1ccccc1Cn1c(SCC(N)=O)nc2c(oc3ccccc32)c1=O
  -12, 2.4, ?, 0.2, 6%, 2, 10, 7%, 7%
- CCCNS(=O)(=O)c1ccc(OCC(=O)Nc2ccc3c(c2)OCCO3)cc1
  2, -0.1, -26%, -0.4, -8%, 1, 1, -1%, 19%
- COc1ccc(CCCc2nnc(SCC(=O)Nc3ccc(C)cc3C)o2)cc1
  -2, 0.5, -14%, 0.2, 5%, -9, nt, 0%, 6%
- Cc1ccc(CCNC(=O)c2cc3n(n2)CCCN(Cc2ccc(C)cc2)C3=O)cc1
  -1, 1.2, -7%, -1.1, -3%[57.1 µM], 5, nt, -1%, 3%[57.1 µM]
- COc1ccc(C(=O)NCCn2nc(C)cc2C)cc1OC1CCN(C(C)=O)CC1
  0, 8.0, -8%, 0.4, -6%, -1, -5, 9%, 4%
- COc1ccc(S(=O)(=O)NCc2ccc(C(=O)O)cc2)cc1
  0, 0.3, -14%, 0.8, 8%[57.1 µM], 4, -3, 0%, 3%[57.1 µM]
- CCn1c(CN2CCCCC2)nc2cc(NC(=O)c3cccc([N+](=O)[O-])c3)ccc21
  5, 1.5, -26%, 0.3, -2%, 1, nt, -8%, 22%
- CCNC(=O)CSc1nc2cc(OC)c(OC)cc2c(=O)n1CCC1=CCCCC1
  nt, 1.0, nt, 0.7, nt, 0, 5, nt, nt
- Cc1ccc2nc(SCC(=O)Nc3ncccn3)[nH]c2c1
  -2, 0.2, -20%, 0.0, 3%, -10, -6, 2%, 7%
- COC(=O)c1sc(NC(=O)COc2cccnc2[N+](=O)[O-])c(C(=O)OC)c1C
  -9, 0.2, -10%, 0.4, -4%, -8, -6, -13%, 10%
- Cc1onc(-c2ccccc2)c1C(=O)NCc1cccc(Cl)c1
  0, 0.2, 2%, -0.6, 3%, -4, 6, 1%, 24%
- CCOc1ccc(NC2=NC(C)(C)N=C(N)N2)cc1
  -6, nt, -7%, 0.6, 13%[57.1 µM], -7, nt, 4%, 12%[57.1 µM]
- O=C(/C=C/c1ccccc1)NC(NC(=S)Nc1cccc(Cl)c1)C(Cl)(Cl)Cl (centres undefined)
  3, 0.3, -11%, 1.0, 0%, 2, -1, -4%, 1%

Next section.
Values in the order – PI4K2A block, D2 ag, USP1-UAF1 inh, TRHR agonist, TrxR1 substrate, TRHR enhancer, D2 antag, mIDH1 inhibitor, TrxR1 inh
- Cc1cccn2c(Nc3ccccc3)c(-c3cccs3)nc12
  1, -0.8, 9%, -0.8, 43%[activator], 2, nt, -10%, 9%
- CN(Cc1ccsc1)C(=O)CCc1nnc(CCCc2ccccc2)o1
  4, 0.2, -7%, -0.8, -6%, 14, -2, -4%, -18%
- O=C(N/N=C/c1c[nH]c2ccccc12)c1ccncc1
  -6, 0.3, -6%, -0.1, -22%[57.1 µM], 10, 4, 5%, 2%[57.1 µM]
- CCc1nn2c(=O)cc(COc3ccc(NC(=O)c4ccco4)cc3)nc2s1
  -9, -0.4, -3%, 0.4, 1%[57.1 µM], -4, 12, 1%, ?
- CCOc1ccccc1NC(=O)NS(=O)(=O)c1ccc(C)cc1
  1, 0.1, -6%, -0.2, 137%[activator], 2, -1, 6%, 30%
- COc1ccc(NC(=S)Nc2ccc(N)c([N+](=O)[O-])c2)cc1
  -53*, 0.5, -24%, -0.3, -5%, 2, 8, 3%, -11%
- COc1ccc(CC(=O)NNC(=O)CCC(=O)Nc2cc(C)ccc2C)cc1
  -1, 1.5, -14%, 0.7, -10%, -5, -4, 5%, 33%[57.1 µM]
- O=C(CN1CCN(C(=O)c2ccc(-c3nc4ccccc4s3)o2)CC1)Nc1ccccc1Cl
  3, 0.5, -1%, 0.5, 3%[57.1 µM], -7, 7, 0%, 9%[57.1 µM]
- CC(=O)c1cccc(N2C(=NC(=O)CCc3ccccc3)SC3CS(=O)(=O)CC32)c1 (centres undefined)
  3, -0.3, -17%, -0.5, -8%, -9, 32*, -4%, 2%
- O=C(Cn1c(=O)c2ccccc2n(CC(=O)Nc2ccc(F)cc2)c1=O)NCCc1ccccc1
  5, -0.1, -9%, -1.2, 10%, 7, nt, 1%, 30%
- CC(=O)Nc1ccc(-c2nnn(CC(=O)Nc3ccc4c(c3)OCO4)n2)cc1Cl
  -24, nt, 3%, -1.3, 8%[57.1 µM], -3, nt, 2%, 17%
- COc1cccc(-c2ncc3ccccc3c2COC(=O)c2ccco2)c1
  1, 1.2, -8%, -0.6, 4%[57.1 µM], 1, 5, -6%, -9%[57.1 µM]
- COc1ccc(C(=O)C[n+]2ccc3c(c2)nc(-c2cc(OC)c(OC)cc2OC)n3C)cc1
  6, 0.0, -2%, 0.3, -14%, -8, 2, 1%, -18%
- COc1cc(/C=C2/SC(=S)N(CC(=O)NC(C)(C)C)C2=O)cc(OC)c1OC
  1, 1.6, -6%, 1.6, -19%, 28, -2, 5%, -11%
- N#Cc1c(N)c(C#N)c(-c2ccc3c(c2)OCO3)c2c1CCCC2
  1, 0.0, -17%, 0.2, 39%[activator], 0, 4, 0%, 29%

(continued)
Values in the order – PI4K2A block, D2 ag, USP1-UAF1 inh, TRHR agonist, TrxR1 substrate, TRHR enhancer, D2 antag, mIDH1 inhibitor, TrxR1 inh
- O=c1c(-c2ccccc2)c(O)c2cccc3c2n1CCC3
  3, 1.5, 0%, -0.9, -3%, -5, -27, 7%, -13%
- N#C/C(=C\c1ccncc1)C(N)=O
  -3, 0.1, -19%, 0.2, 0%, 0, 2, 4%, ?
- COc1cccc(-c2nc(SCC(=O)NC3CCCC3)c(-c3ccc(F)cc3)[nH]2)c1
  -6, nt, -22%, 3.8, -1%, -6, nt, 1%, 2%
- Cc1ccc(/C=C/c2onc(C)c2S(=O)(=O)N2CCC(C(=O)N(CCC(C)C)Cc3ccco3)CC2)cc1
  -3, 1.5, 13%, 1.1, 7%[57.1 µM], 2, nt, 1%, 16%[57.1 µM]
- COc1ccc(CCNC(=O)CCNC(=O)N2CC(=O)Nc3ccccc32)cc1OC
  12, -0.3, -23%, -0.2, 0%, -2, 4, 2%, 10%
- COCCCNC(=O)Cn1ccc(NC(=O)OCc2ccccc2)nc1=O
  1, -0.2, -4%, 0.2, 10%[57.1 µM], 5, 6, -2%, 11%[57.1 µM]
- CCCCNC(=O)Oc1ccc(C(=O)N2c3ccccc3NC(=O)C2C)cc1 (centres undefined)
  -1, 0.5, -1%, 0.4, 0%, 12, -10, -2%, 5%
- Cc1cc(-c2ccc(S(=O)(=O)Nc3ccc(C#N)cc3)s2)on1
  3, 0.5, -6%, 0.5, -3%, -3, -10, 17%, 3%
- Cc1nn(Cc2cccc(C(=O)Nn3cc([N+](=O)[O-])cn3)c2)c(C)c1[N+](=O)[O-]
  4, nt, -10%, -1.1, -6%, -1, nt, -2%, -7%
- COc1ccc(-c2noc(CNC(=O)c3ccoc3C)n2)cc1
  1, nt, -15%, 0.3, -4%, -3, nt, -2%, 12%
- CCC(C)c1ccccc1OCC(=O)Nc1ccc(S(=O)(=O)Nc2cc(C)on2)cc1 (centres undefined)
  -11, -1.0, -37%, -1.5, 2%, 7, nt, -18%, 27%
- Cc1cc(C)cc(C(=O)NCc2ccc3c(c2)OCO3)c1
  -1, 0.2, -20%, -0.3, 3%, -4, -8, 3%, 17%
- CCCCN(CC)CCCNC(=O)Cn1ncc2c3ccccc3n(Cc3ccc(F)cc3)c2c1=O
  1, 0.3, 0%, 0.9, 0%, -4, nt, -17%, -2%
- COCCCn1c(CCC(=O)O)ccc1-c1cccs1
  0, -0.5, -11%, 0.6, 65%[activator][57.1 µM], -5, -9, -1%, ?
- Cc1c(-c2nsc(NC(=O)c3ccc(Cl)cc3)n2)nnn1-c1ccc(C(C)C)cc1
  2, -0.5, -6%, 0.3, -5%[57.1 µM], 1, nt, -13%, 8%[57.1 µM]

More compounds.
Values in the order – PI4K2A block, D2 ag, USP1-UAF1 inh, TRHR agonist, TrxR1 substrate, TRHR enhancer, D2 antag, mIDH1 inhibitor, TrxR1 inh
- CC(CCc1ccccc1)NC(=O)CN1CCN(Cc2ccccc2)C1=O (centres undefined)
  1, 0.6, 11%, -0.9, -5%, -6, -7, 1%, 7%[57.1 µM]
- O=[N+]([O-])c1cccc(/C=C/c2ccccn2)c1
  -5, -1.9, -3%, -0.4, -10%, 2, -13, 4%, 4%
- CCCC1C(C#N)=C(N)Oc2cc(C)n(C)c(=O)c21 (centres undefined)
  6, 0.0, -4%, 0.3, 156%[activator], 1, 2, -3%, 13%
- CCCCNS(=O)(=O)c1ccc(NS(=O)(=O)c2c(C)cc(C)cc2C)cc1
  -6, -1.8, -9%, 1.0, 3%, 5, 4, -1%, 16%
- Cc1nc2ccccc2c(=O)n1NC(=O)c1ccc(C(C)(C)C)cc1
  0, 0.2, -19%, 0.3, -4%, 2, 5, -16%, 4%
